KCNK3 block – human KCNK3 channel inhibition, primary screen. O14649. CHO-KCNK3 thallium flux, FluxOR fluorescence; active compounds read low. B-score at 10 µM. 0.84% of 340,000 active. AID 602410;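 active = B-score under library mean minus 4 SD, starting fluorescence ratio at most library mean plus 5 SD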;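 also: more negative B-score means stronger inhibition of thallium flux through KCNK3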
Target sequence (O14649 whole entry, looked up): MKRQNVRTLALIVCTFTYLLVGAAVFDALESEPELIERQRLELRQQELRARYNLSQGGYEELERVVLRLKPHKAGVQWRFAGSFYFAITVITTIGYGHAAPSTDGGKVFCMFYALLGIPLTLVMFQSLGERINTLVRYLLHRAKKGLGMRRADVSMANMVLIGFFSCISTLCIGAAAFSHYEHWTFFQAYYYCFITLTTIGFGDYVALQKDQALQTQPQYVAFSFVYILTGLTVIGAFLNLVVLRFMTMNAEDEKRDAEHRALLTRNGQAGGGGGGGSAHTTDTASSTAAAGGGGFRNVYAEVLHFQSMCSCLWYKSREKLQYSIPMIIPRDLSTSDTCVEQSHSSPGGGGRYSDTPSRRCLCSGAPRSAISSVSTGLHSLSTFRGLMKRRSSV
The depositor's hits bear a star; i = inactive. Some of the compounds tested; the hit share may differ from the screen's.

KCNK3 block | SMILES
i | COc1ccccc1-c1noc(CCC(=O)N2CCN(c3cc(C)ccc3C)CC2)n1
i | Nc1ccc2c(c1)Cc1c(F)cccc1-2
i | O=C(CSc1ncn[nH]1)N1N=C2/C(=C\c3ccco3)CCCC2C1c1ccco1 (stereo not given)
i | O=c1[nH][nH]c(=O)c(Cl)c1Cl
i | O=C(COC(=O)c1ccc(Cl)nc1)Nc1ccc(N2CCOCC2)cc1
i | O=[N+]([O-])c1cccc(COc2ccccc2CN2CCCC2)c1
-11.7* | CN(C)c1ccc(C=c2c3ccccc3n3c2cc(-c2ccc(Cl)cc2)[n+]3C)cc1
i | O=[N+]([O-])c1ccc(COc2cccc(CN3CCCCC3)c2)cc1
i | O=C(CN1C(=O)NC(c2ccccc2)(c2ccccc2)C1=O)NCc1ccccc1
i | CCCN(CC(=O)Nc1ccccc1C)C(=O)c1ccc(N2CCCC(C)C2)c([N+](=O)[O-])c1 (stereo not given)
i | O=C(Cn1cnc2c(NCc3ccccc3)ncnc21)NCc1ccc2[nH]ccc2c1
i | Cc1cccc(C(=O)NNC(=O)c2ccc3ccccc3c2)c1
i | CCN(CC)CCC=C(c1cccs1)c1cccs1
i | NS(=O)(=O)c1ccc(N2N=C(c3ccccc3)CC2c2ccccc2Br)cc1 (stereo not given)
i | CCC1(C2=CCCCC2)C(=O)NC(=O)N=C1N (stereo not given)
i | CC(C)CC1C(=O)N(Cc2cn(CC3CCCCC3)nn2)CCS(=O)(=O)N1Cc1ccc(-c2cccc(C#N)c2)cc1 (stereo not given)
i | CCN(CC(=O)Nc1c(Cl)cccc1Cl)C(=O)C1CCN(c2ncnc3sc(C)c(C)c23)CC1
i | Cn1ncc2c(NCCO)nc(Cl)nc21
i | CC(C)(C)OC(=O)N1CCCC(C(=O)Nc2cccc(C(=O)NCc3ccccc3)c2)C1 (stereo not given)
i | CCN(c1ccccc1)c1nc(Cl)nc2c1cnn2C
i | CC(C)(C)S(=O)(=O)N1C[C@@H]2C(=CC[C@H]3C(=O)N(c4ccccc4)C(=O)[C@@H]23)[C@@H]1CCO
i | COc1ccc(OCc2nnc(SC(C)C(=O)Nc3ccc(N4CCOCC4)cc3)n2C)cc1 (stereo not given)
i | O=C(Cc1cccc(NC(=O)C2CCCN(C(=O)C3CCCCC3)C2)c1)Nc1ccc(C(=O)N2CCCCC2)cc1 (stereo not given)
i | COc1cccc(C(=O)OCC(=O)Nc2sc3c(c2C(N)=O)CCC3)c1O
i | CCOC(=O)C(Cc1cc(N)c(Oc2ccc(OC)cc2)c(N)c1)NC(C)=O (stereo not given)
i | CC(CCN1CCC(CN2C(=S)NCC2Cc2ccccc2)CC1)c1ccccc1 (stereo not given)
i | CN1OC[C@@H]2CN(Cc3ccccc3)[C@H](c3cccc(Oc4ccccc4)c3)C[C@@H]21
i | Cc1cc(-c2ccc([N+](=O)[O-])cc2)cc(C)n1
i | COCCN(CC(=O)Nc1cccc(C)c1C)C(=O)Cn1cnc2ccccc2c1=O
i | CC(C)C[C@@H](CN1CCCC1CN1C(=S)NC[C@@H]1Cc1ccc(O)cc1)N1C[C@H](Cc2ccc(O)cc2)N(CC2CCCCC2)C1=S (stereo not given in full)

15 compounds out of the list, ordered by SMILES length, ascending:
KCNK3 block | SMILES
i | Cn1ncc2c(NCCO)nc(Cl)nc21
i | CCN(CC)CCC=C(c1cccs1)c1cccs1
i | CCN(c1ccccc1)c1nc(Cl)nc2c1cnn2C
i | Cc1cccc(C(=O)NNC(=O)c2ccc3ccccc3c2)c1
i | CC(CCN1CCC(CN2C(=S)NCC2Cc2ccccc2)CC1)c1ccccc1 (stereo not given)
i | COc1cccc(C(=O)OCC(=O)Nc2sc3c(c2C(N)=O)CCC3)c1O
i | COCCN(CC(=O)Nc1cccc(C)c1C)C(=O)Cn1cnc2ccccc2c1=O
i | O=C(Cn1cnc2c(NCc3ccccc3)ncnc21)NCc1ccc2[nH]ccc2c1
i | COc1ccc(OCc2nnc(SC(C)C(=O)Nc3ccc(N4CCOCC4)cc3)n2C)cc1 (stereo not given)
i | CC(C)(C)OC(=O)N1CCCC(C(=O)Nc2cccc(C(=O)NCc3ccccc3)c2)C1 (stereo not given)
i | CCN(CC(=O)Nc1c(Cl)cccc1Cl)C(=O)C1CCN(c2ncnc3sc(C)c(C)c23)CC1
i | O=C(Cc1cccc(NC(=O)C2CCCN(C(=O)C3CCCCC3)C2)c1)Nc1ccc(C(=O)N2CCCCC2)cc1 (stereo not given)
i | CC(C)CC1C(=O)N(Cc2cn(CC3CCCCC3)nn2)CCS(=O)(=O)N1Cc1ccc(-c2cccc(C#N)c2)cc1 (stereo not given)
i | CC(C)(C)S(=O)(=O)N1C[C@@H]2C(=CC[C@H]3C(=O)N(c4ccccc4)C(=O)[C@@H]23)[C@@H]1CCO
i | CC(C)C[C@@H](CN1CCCC1CN1C(=S)NC[C@@H]1Cc1ccc(O)cc1)N1C[C@H](Cc2ccc(O)cc2)N(CC2CCCCC2)C1=S (stereo not given in full)

Next structures:
KCNK3 block | SMILES
i | COc1ccc(NC(=O)CN(C)C(=O)C2CC(=O)N(c3cccc4ccccc34)C2)cc1 (stereo not given)
i | CC[C@]12c3[nH]c4cc(CCC(=O)N(C)C)ccc4c3CCN1C(=O)[C@@H](CC(=O)NCCCN(C)C)C[C@@H]2C(=O)N1CCN(C(=O)C2CC2)CC1
i | CN(C(=O)c1cccc(NC(=O)Cc2ccc(NC(=O)C3CCCN(C(=O)C4CCCCC4)C3)cc2)c1)C1CCCC1 (stereo not given)
i | CC(C)C[C@H]1CNC(=S)N1CC1CCCN1C[C@H](CC(C)C)N1C[C@H](Cc2ccccc2)N(CC2CCCCCC2)C1=S (stereo not given in full)
i | CCn1c(SCC(=O)N(C)C2CCCCC2)nc2cc(S(N)(=O)=O)ccc21
-9.41* | O=C1C(=C(I)I)c2ccccc2-c2ccccc21
i | CC(C)(C)OC(=O)N1CCCC(C(=O)Nc2ccc(C(=O)NCc3ccccc3)cc2)C1 (stereo not given)
i | O=C(C=Cc1cccs1)c1cccs1
i | O=C1C=CC(=O)N1c1ccccn1
i | O=C(Nc1ccc(F)c(Cl)c1)c1ccccc1NC(=O)C1CCCCC1C(=O)O (stereo not given)
i | Nc1ncnc2c1ncn2[C@@H]1O[C@H](CNC(=O)[C@@H]2C[C@H](F)CN2)[C@@H](O)[C@H]1O
i | COc1ccccc1N1CCN(CCCN2C(=O)C3CCCN3C2=O)CC1 (stereo not given)
i | O=C(COC(=O)c1cccnc1)NC1CCCc2ccccc21 (stereo not given)
i | CC[C@]12c3[nH]c4cc(CCC(=O)N(C)C)ccc4c3CCN1C(=O)[C@@H](CC(=O)NCCCn1ccnc1)C[C@@H]2C(=O)N1CCN(C(=O)C2CC2)CC1
i | CC(=O)OC1(C(C)=O)CCC2C3CC4OC45CC(O)CCC5(C)C3CCC21C (stereo not given)
i | CC(=O)Oc1cc2c(c3ccccc13)CCC2=O
i | O=C(O)c1ccccc1C1c2ccccc2Oc2ccccc21
i | CC(C)(C)N(Cc1ccc2c(c1)OCO2)C(=O)/C=C\S(=O)c1ccccc1 (stereo not given)
i | Cc1ccccc1-n1c(C)nnc1SC(C)C(=O)NCC1CCCO1 (stereo not given)
i | Cn1c(N)cc(=O)n(C)c1=S

Of the compounds above, 2 have a COOH group:
KCNK3 block | SMILES
i | O=C(Nc1ccc(F)c(Cl)c1)c1ccccc1NC(=O)C1CCCCC1C(=O)O (stereo not given)
i | O=C(O)c1ccccc1C1c2ccccc2Oc2ccccc21

(more compounds)
KCNK3 block | SMILES
i | C(COC1CC2CC1C1C2CC2OC21)OC1CC2CC1C1C2CC2OC21 (stereo not given)
i | Cc1ccc(NCCCn2ccc(NC(=O)OCc3ccccc3)nc2=O)cc1C
i | CCC(CC)CN1CCC(CN2C(=S)NC[C@@H]2[C@@H](C)CC)CC1
i | COc1cccc(NC(=O)CN(C)C(=O)c2cc(-c3ccccc3)nc3ccc(C)cc23)c1
i | CN(C)c1ncnc2c1ncn2CCn1cnc2c(N(C)C)ncnc21
i | CCN(CC)C(=O)[C@H]1C[C@H](CC(=O)NCCCn2ccnc2)C(=O)N2CCc3c([nH]c4ccc(Cl)cc34)[C@]12C
i | CC1CCCCC1NC(=O)CSc1nnc(-c2ccco2)n1C (stereo not given)
i | NC(=O)c1ccccc1OCC(=O)N1CCCC1c1ccc2c(c1)OCCCO2 (stereo not given)
i | COc1cc(C(CCN2CCOCC2)c2c(OC)cc(OC)c3c(-c4ccccc4)cc(=O)oc23)cc(OC)c1OC (stereo not given)
i | O=C(NNC(=O)c1cccc2ccccc12)c1ccc(F)cc1
i | CN(C(=O)c1cccc(NC(=O)Cc2cccc(NC(=O)C3CCN(C(=O)C4CCCC4)CC3)c2)c1)C1CCC1
i | N#Cc1ccc(S(=O)(=O)N2CCN(C(=O)c3cn(-c4ccccc4)nc3-c3cccnc3)CC2)cc1
i | C[C@H]1CN[C@@H](CCO)/C1=C\c1ccccc1
i | COc1ccc(CCN2CCC(CN3C(=S)NC[C@@H]3CC(C)C)CC2)cc1OC
i | CCOC(=O)c1nnsc1C(OC)Oc1ccccc1 (stereo not given)
i | COc1ccc(OC)c(S(=O)(=O)N2CCN(CC(O)CN3CCOCC3)CC2)c1 (stereo not given)
i | COc1ccc(CNC(=O)C[C@H]2C[C@H](C(=O)N3CCCCC3)[C@@]3(C)c4[nH]c5cc(-c6ccco6)ccc5c4CCN3C2=O)cc1OC
i | Cc1ccc(C)c(N2CCN(C(=O)CCc3nc(-c4ccc(F)cc4)no3)CC2)c1
i | O=C(C1CCN(CCc2ccccc2)CC1)N1CCOCC1
i | COc1ccc2[nH]c3c(c2c1)CCN1C(=O)C(CC(=O)NCCN2CCOCC2)C[C@H](C(=O)N2CCOCC2)[C@@]31CCC1CCCC1 (stereo not given in full)
i | COC(=O)c1ccc(Cn2ccc(=O)[nH]c2=O)cc1
i | O=C(COC(=O)c1ccc(Br)o1)Nc1ccc(Br)cc1
i | CN(C)C(=O)CCc1ccc2c3c([nH]c2c1)[C@]1(C)[C@@H](C(=O)N2CCOCC2)C[C@H](CC(=O)NCC24CC5CC(CC(C5)C2)C4)C(=O)N1CC3
i | CCN(CC)S(=O)(=O)c1ccc(Cl)c(C(=O)NNC(=O)c2csc(N3CCOCC3)n2)c1
i | CCOC(=O)C1=CNS(=O)(=O)NC1c1ccc(C)cc1 (stereo not given)
i | CN(C(=O)c1cccc(NC(=O)Cc2ccc(NC(=O)C3CCCN(C(=O)CCc4ccccc4)C3)cc2)c1)C1CCCCC1 (stereo not given)
i | O=C(NCC(c1ccco1)N1CCCCC1)c1ccc(COc2ccc(Cl)cc2)cc1 (stereo not given)
i | COC(=O)[C@]1(C)N[C@H](CN(C)C(=O)c2ccc(C)cc2)[C@@H]2C(=O)N(C)C(=O)[C@@H]21
i | C[C@H]1NC(=O)[C@]2(C)[C@@H](c3ccccc3)[C@H]3COc4ccccc4[C@@H]3N2C1=O
i | CN(C)C(=O)CCc1ccc2c3c([nH]c2c1)[C@]1(CCc2ccccc2)[C@@H](C(=O)N2CCCCC2)C[C@H](CC(=O)NC(C)(C)C)C(=O)N1CC3
i | O=C(c1ccccc1)c1coc(-c2ccccc2)c1
i | COc1ccc2c(=O)c3c(=O)n(Cc4ccccc4)c(C(C)C)nc3oc2c1
i | CC[C@]12c3[nH]c4ccc(Cl)cc4c3CCN1C(=O)[C@@H](CC(=O)NCCCOC)C[C@@H]2C(=O)N1CCN(C(=O)C2CC2)CC1
i | CC(C)(C)OC(=O)N(Cc1ccccc1)Cc1cccc(OCc2cccc(NC(=O)c3ccccc3)c2)c1
i | Cn1cc2ccc(N)cc2n1
i | COc1ccccc1C=Cc1ccnc2ccccc12
i | CC(C)(C)NC(=O)C(c1ccc(-c2ccccc2)cc1)N(C[C@H]1CC[C@@H]([C@@H]2CC[C@H](CO)O2)O1)C(=O)c1ccc(-c2ccccc2)cc1 (stereo not given in full)
i | COc1ccc(C2CC(C(C)(C)C)=NN2c2ccc(S(N)(=O)=O)cc2)cc1 (stereo not given)
i | O=C(C[C@H]1C[C@H](C(=O)N2CCCCC2)[C@@]2(CCc3ccccc3)c3[nH]c4ccc(Cl)cc4c3CCN2C1=O)NCCc1ccccn1
i | Cc1cccc(C(=O)OCC(=O)NCC2CCCO2)c1O (stereo not given)
i | COc1cc(C2CC(=O)Oc3cc(OC)c(OC)c(OC)c32)cc(OC)c1OC (stereo not given)
i | CN(C)S(=O)(=O)c1ccc(SCC(=O)Nc2cccc(S(=O)(=O)N3CCCC3)c2)nc1
i | CCCCC(=O)NC(c1ccc(OC)c(OC)c1)c1ccc2cccnc2c1O (stereo not given)
i | CN(C)CC1C2CCC(C2)C1O (stereo not given)
i | O=C(O)C(c1ccccc1)C(O)C1CC=CCC1 (stereo not given)
i | CCN(C(=O)COC(=O)CCC(=O)c1ccc(C)cc1)c1c(N)n(Cc2ccccc2)c(=O)[nH]c1=O
i | CC(Sc1nnc(Cc2ccccc2)n1C)C(=O)NC1CC1 (stereo not given)
i | COC1=C(Nc2ccc(OC)cc2)C(=O)C(OC)=C(Nc2ccc(OC)cc2)C1=O
i | CCCCCc1nnc(NC(=O)c2cccc(S(=O)(=O)N3CCOCC3)c2)s1
i | C=CCNc1oc(-c2cccc(F)c2)nc1C#N

Continued.
KCNK3 block | SMILES
i | O=C(NCCCc1ccccc1)c1cccc(NC(=O)C2CC2)c1
i | N#CC1(Nc2ccc(-c3ccc(NC4(C#N)CCCC4)cc3)cc2)CCCC1
i | CNc1nc(Cl)nc2c1ncn2-c1ccccc1
i | CC1=NN(c2nc(N)nc(/C(C#N)=C/c3ccc([N+](=O)[O-])o3)n2)C(C)(C)C1
i | CN(C(=O)c1cccc(NC(=O)Cc2ccc(NC(=O)C3CCN(C(=O)C4CCCC4)CC3)cc2)c1)C1CCC1
i | O=C(Nc1ccn(CCCN2CCN(c3ccccn3)CC2)c(=O)n1)OCc1ccccc1
i | Cc1cccc(-c2ccc3c(c2)C2CC3CCN2Cc2ccc3c(c2)OCO3)c1 (stereo not given)
i | CCN1C[C@@H]2[C@@H]3C(=O)N(Cc4ccccc4)C(=O)[C@@H]3[C@](Cc3ccccc3)(C(=O)OC)N2C1=NCc1ccccc1
i | CC[C@H](C)[C@H]1CNC(=S)N1CC1CCN(CCCC2CCCC2)CC1
i | O=C(Nc1ccc(N2CCOCC2)c(S(=O)(=O)Nc2ccccc2Cl)c1)c1ccc(=O)[nH]n1
i | CCCCC1C(=O)NN(c2ccccc2)C1=O (stereo not given)
i | Cn1c(=O)c2c(ncn2CC(=O)NC[C@H]2O[C@@H](n3cnc4c(N)ncnc43)[C@H](O)[C@@H]2O)n(C)c1=O
